Assay outcomes (PubChem BioAssay)
Tau ThT inhib: blocks human tau fibril formation measured by thioflavin T; P10636; recombinant tau K18 P301L (four-repeat tau fragment), heparin-induced fibrillization, ThT fluorescence; Potency, µM (highest dose often 57.4 µM), without a hit: at the top dose activity, negative = inhibition, hits mostly inhibitors; 2.1% of 270,000 active; AID 1460; further: on the % scale 0 is the no-effect control and ±100 the full control effect; nearly all actives have a fitted effect of over 55% in size
Target sequence (P10636 561-689 P618L limits assumed): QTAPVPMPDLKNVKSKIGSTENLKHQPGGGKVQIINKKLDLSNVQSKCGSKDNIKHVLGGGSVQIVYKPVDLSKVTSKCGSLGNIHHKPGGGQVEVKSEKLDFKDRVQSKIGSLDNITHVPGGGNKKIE
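In this qHTS, human K18 P301L tau is incubated with compound and heparin for 6 hr at 37 C, and Thioflavin T fluorescence then reports fibril load.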
ALDH1A1 inh: blocks purified human ALDH1A1 activity; P00352; 7.3% of 220,000 active; Purified ALDH1A1, NADH fluorescence, propionaldehyde substrate; Potency, µM (titrated, usually from 75.3 µM), without a hit: top-dose activity, negative = inhibition, usual class: inhibitors; active means well fitted inhibition curve with a large enough effect, not every such curve was filed as active; inconclusive means small, poorly fitted or top-dose-only effect, or another doubt; inactive means no such curve, though single readings can be large or run the other way;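 further: plate controls were no enzyme wells and a reference inhibitor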
Target sequence (P00352 whole entry, looked up): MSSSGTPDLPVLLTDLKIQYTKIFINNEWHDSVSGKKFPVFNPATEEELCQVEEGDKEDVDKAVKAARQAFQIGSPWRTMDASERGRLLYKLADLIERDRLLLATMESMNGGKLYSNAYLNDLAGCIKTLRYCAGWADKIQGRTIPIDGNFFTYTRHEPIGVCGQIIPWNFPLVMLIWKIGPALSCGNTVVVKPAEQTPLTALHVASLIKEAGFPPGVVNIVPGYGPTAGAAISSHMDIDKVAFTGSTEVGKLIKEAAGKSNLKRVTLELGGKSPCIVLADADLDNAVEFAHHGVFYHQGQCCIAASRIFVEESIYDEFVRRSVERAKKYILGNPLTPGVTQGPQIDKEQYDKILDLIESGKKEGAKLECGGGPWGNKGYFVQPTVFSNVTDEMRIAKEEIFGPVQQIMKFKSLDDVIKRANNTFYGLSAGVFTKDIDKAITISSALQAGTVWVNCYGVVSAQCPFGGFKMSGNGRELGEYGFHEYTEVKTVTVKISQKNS
JMJD2E inh: blocks human JMJD2E demethylase activity; B2RXH2; JMJD2E catalytic domain, FDH-coupled NADH fluorescence (FDH is formaldehyde dehydrogenase); Potency, µM (titrated, usually from 57.1 µM), for the others: at the highest dose activity change, negative = inhibition, most hits filed as inhibitors; 1.6% of 230,000 active; active means well fitted inhibition curve with a large enough effect, not every such curve was filed as active; inconclusive means small, poorly fitted or top-dose-only effect, or another doubt; inactive means no such curve, though single readings can be large or run the other way;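 further: 0% = wells with enzyme and -100% = buffer wells without enzyme; nearly all actives have a fitted effect of over 50% in size; many of its hits are not listed in these tables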
Target sequence (B2RXH2 1-337 limits assumed): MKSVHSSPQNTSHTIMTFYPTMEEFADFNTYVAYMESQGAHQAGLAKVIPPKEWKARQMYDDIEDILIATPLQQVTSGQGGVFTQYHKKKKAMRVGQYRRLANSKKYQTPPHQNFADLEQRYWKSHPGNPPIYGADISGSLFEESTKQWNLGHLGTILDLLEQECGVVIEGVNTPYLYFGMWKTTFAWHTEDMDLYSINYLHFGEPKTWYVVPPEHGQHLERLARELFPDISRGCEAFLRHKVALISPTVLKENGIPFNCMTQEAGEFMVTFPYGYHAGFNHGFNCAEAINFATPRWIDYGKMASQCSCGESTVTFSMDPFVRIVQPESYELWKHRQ
Lamin A splicing: modulators of lamin A splicing; HeLa LMNA splicing GFP/RFP minigene ratio, 48 h; Potency, µM (doses to about 46.1 µM), inactives show top-dose ratio change, negative = inhibition, actives largely listed as inhibitors; 0.01% of 200,000 active; AID 1487; active means well fitted inhibition curve with a large enough effect in the signal ratio, with a control signal flat, not every such curve was filed as active; inconclusive means small, poorly fitted or top-dose-only effect, or effect the other way, or a change in a side signal; the % refers to the signal ratio; further: on the % scale 0 is the no-effect control and ±100 the full control effect
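S3 HeLa cells stably expressing lamin A-EGFP splicing minigene plus DsRed2, 600 cells/well, 48 h compound exposure at 37C. Laser-scanning cytometry; analysed as GFP (500-530 nm)/RFP (575-640 nm) total intensity ratio; 0.5% DMSO vehicle.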
SMN2 splice enh: enhancers of SMN2 splice variant expression. HEK293 SMN2-luciferase splicing reporter, luminescence, 30-36 h. Potency, µM (series often up to 46.1 µM), for inactives: at the highest dose activity change, positive = activation, actives largely listed as activators. 2.8% of 210,000 active. AID 1458; further: % of control where 0% means no effect; nearly all actives have a fitted effect of over 55% in size
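HEK293 cells carry an SMN2 minigene-luciferase reporter in which exon 7 inclusion puts luciferase in frame. Cells were seeded at 2000 cells/well, attached for 10-12 hours, then exposed to compounds for 30-36 hours at 37C before ONE-Glo luminescence.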
Luc counter: blocks Kinase-Glo luciferase, a counter-screen artifact; Kinase-Glo luciferase, ATP luminescence, 8 min; Potency, µM (top dose mostly 38.3 µM), inactives show top-dose activity change, negative = inhibition, actives largely listed as inhibitors; 0.28% of 200,000 active; AID 1379; further: on the % scale 0 is the no-effect control and ±100 the full control effect; nearly all actives have a fitted effect of over 60% in size
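Compounds were added to a substrate mix at pH 7.2 (50 mM imidazole, 10 uM ATP, within the enzyme's linear range), followed by Kinase-Glo detection reagent; luminescence was measured after 8 minutes at ambient temperature.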
L3MBTL1 inh: blocks human L3MBTL1; Q9Y468; AlphaScreen L3MBTL1–H3K9me1 peptide binding; Potency, µM (top dose mostly 57.1 µM), for inactives: at the highest dose activity, negative = inhibition, actives largely listed as inhibitors; 0.66% of 230,000 active; AID 485360; further: on the % scale 0 is the no-effect control and ±100 the full control effect; nearly all actives have a fitted effect of over 60% in size
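L3MBTL1 50 nM + b-AHA-H3(1-15)K9me1 75 nM, 30 min RT; compound added, 30 min RT; streptavidin donor/Ni-chelate acceptor beads 10 ug/mL each final, 30 min RT dark; AlphaScreen read.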
RECQ1 helicase: RECQ1 (human) helicase inhibition; AID 2549; Potency, µM (doses to about 57.3 µM), without a hit: at the top dose activity, negative = inhibition, most hits filed as inhibitors; P46063; 0.54% of 240,000 active; RECQ1 DNA unwinding, red fluorescence kinetic read;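 further: plate controls were vehicle for no effect and no enzyme for full effect; nearly all actives have a fitted effect of over 30% in size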
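50 nM RECQ1T1 preincubated 15 min with compound in Tris pH 8.0 buffer with MgCl2, DTT, Tween-20 and 2.5 ug/ml poly(dI-dC); started with 200 nM TAMRA/BHQ-2 forked duplex and 2 mM ATP. Unwinding read as fluorescence (525/598 nm), two reads 2 h apart.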
Numbers without * were called inactive; i = inactive; ? = inconclusive; . = not tested or not shown; & = joins results of further samples; [ ] = another dose, or the depositor's remark. Unless noted, the call rests on the fitted dose curve; in most records, active means well fitted curve in the direction sought with a large enough effect; inconclusive means small, poorly fitted or top-dose-only effect, or another doubt; inactive means no such curve, though single readings can be large; an effect the other way counts as inactive or inconclusive. Potency means the concentration at half of the fitted maximal effect. Not all compounds are listed, so the mix of outcomes need not match the whole.

SMILES | Tau ThT inhib | ALDH1A1 inh | JMJD2E inh | Lamin A splicing | SMN2 splice enh | Luc counter | L3MBTL1 inh | RECQ1 helicase
O=C(O)C1C(c2ccccc2)C(C(=O)OCc2ccco2)C1c1ccccc1 (stereo not given) | -7.3% | -10.9% | -2.8% | 0.7% | -9.6% | -3.1% | -6.8% | i
COc1ccc(NC(=O)C23CCC(C)(C(=O)C2)C3(C)C)cc1 (stereo not given) | -10.3% | -2.9% | 9.9% | 1.3% | 12.6% | -1.2% | 1.7% | 0.0%
CC(=O)N1CCc2cc(S(=O)(=O)NCCC(=O)NC3CCCc4ccccc43)ccc21 (stereo not given) | 0.2% | ? | 20.5% | ? | -65.3%[inhibitor] | -0.9% | 13.9% | -0.5%
O=C(Nc1nc(-c2ccc(F)c(F)c2)cs1)c1ccc(OCC2CCCO2)cc1 (stereo not given) | 3.6% | 2.9% | 0.8% | ? | . | . | -0.7% | -10.0%
Cc1ccc(-c2csc3ncnc(Nc4ccc(C(=O)O)cc4)c23)cc1 | 16.2% | . | -7.5% | . | -7.2% | . | . | -8.2%
O=C(NNc1nc(N2CCOCC2)nc(N2CCOCC2)n1)Nc1ccc(Cl)cc1 | 4.9% | 8.7% | 13.2% | . | 16.1% | 1.8% | 2.0% | -0.1%
COc1ccc(C(=O)OCC(=O)NC2CC2)cc1S(=O)(=O)N1CCOCC1 | -7.9% | 1.2% | -10.6% | . | . | . | . | -2.0%
CC1CC(C)CN(C(=O)Cn2c(=O)n(CCCCC(=O)NC3CCCC3)c(=O)c3ccccc32)C1 (stereo not given) | -6.2% | 10.0% | 1.6% | -6.5% | -8.1% | 4.7% | . | i
COc1ccc(-c2cc(-c3ccccc3)nc(-c3ccc4c(c3)NC(=O)CO4)c2)cc1 | -3.4% | ? | ? | 11.4% | 6.7% | 20.6% | . | i
O=[N+]([O-])c1ccc(C[n+]2cccc3ccccc32)cc1 | -1.9% | -4.5% | -14.6% | ? | -8.6% | 6.4% | -4.5% | -2.7%
CNC(=O)c1ccsc1NC(=O)c1sc2ccccc2c1Cl | ? | ? | ? | -7.0% | 12.6µM* | -0.3% | -2.7% | ?
O=C(Nc1cccc2ccccc12)N1CC=C(c2ccccc2)CC1 | -21.4% | ? | ? | -12.3% | -6.1% | -6.1% | . | i
Cc1cccc(Nc2nc(N)c([N+](=O)[O-])c(N3CCC(C)CC3)n2)c1 | ? | ? | 5.2% | ? | -42.4%[inhibitor] | 1.1% | -7.6% | -13.5%
C=CCNC(=O)C1CC(=O)N(c2ccc(OCC(=O)Nc3ccccc3)cc2)C1 (stereo not given) | -8.0% | -1.4% | 0.7% | 3.5% | 12.6µM* | -4.9% | -4.0% | -3.0%
C=CCn1c(=O)/c(=C/c2ccc(C)o2)s/c1=C(/C#N)C(=O)c1ccccc1 | ? | 0.708µM* | -15.0% | -2.5% | -0.4% | -0.7% | ? | 31.6µM*
CN(C)c1ccc(P(=O)(COc2ccc([N+](=O)[O-])cc2)c2ccc(N(C)C)cc2)cc1 | ? | . | 9.8% | . | . | . | -40.6% | 10.6%
CCOC(=O)c1c[nH]c2nc(C)ccc2c1=O | -7.0% | 4.0% | 0.0% | 17.1%[46 µM] | -4.1% | -1.4% | . | -12.7%
CSc1cccc(NC(=S)N2CCC(N(C)C(C)C)CC2)c1 | 0.6% | 3.9% | 5.8% | . | 9.5% | 2.1% | -11.6% | -5.2%
CCn1ncc(Br)c1C(=O)Nc1ncc(C)s1 | 3.3% | 10.6% | 12.4% | . | 9.8% | -6.7% | 5.3% | i
O=C(CSc1nc2ccccc2c(=O)n1CCCC(=O)N1CCCC1)NCc1ccco1 | -7.8% | ? | 1.7% | 3.5% | 2.2% | -3.0% | -3.5% | -7.6%
CN(C)C(=O)c1ccc(Cl)cc1[N+](=O)[O-] | 1.3% | 2.3% | -7.5% | 12.2%[46 µM] | . | -1.0% | 7.5% | -10.5%
COCc1cc(C)nc(NC2CCCCC2)c1C#N | 3.9% | ? | ? | 9.6% | 9.9% | 1.8% | -23.7%[11.4 µM] | i
COC(=O)[C@H](CCSC)NC(=O)Nc1ccc(OC)cc1OC | -7.3% | 0.6% | 1.3% | 12.9% | . | -2.7% | . | -3.6%
COc1ccc(NS(=O)(=O)Cc2ccccc2Cl)cn1 | -10.1% | 2.3% | -6.2% | 10.0% | -23.0% | -3.3% | 1.6% | i
Nc1ccccc1-c1nnc(-c2ccccc2N)n1N | -7.8% | -4.1% | 10.4% | . | 8.9% | -0.1% | 0.3%[11.4 µM] | i
Cc1nc(-c2ccc([N+](=O)[O-])cc2)sc1C(=O)O | -17.5% | -13.5% | -4.6% | . | . | -8.7% | 3.8% | -0.7%
CSC1=NCCN1S(=O)(=O)c1ccc(Cl)cc1 | -1.4% | 2.4% | -2.8% | . | -1.9% | 0.5% | . | i
CCCCS(=O)(=O)/C=C\C=C/S(=O)(=O)CCCC | ? | 3.98µM* | -6.6% | ? | -127.9%[inhibitor] | 11.6% | -26.4% | -3.8%
Cc1cc(C(=O)COc2ccccc2C(N)=O)c(C)n1C | ? | -7.2% | -9.1% | ? | -4.6% | -1.4% | 24.9% | 6.3%
COCCCNCC(O)COc1cccc2[nH]c(C)cc12 (stereo not given) | -11.4% | 9.6% | -2.9% | . | -1.3% | 6.7% | -5.7% | -4.5%
COC1=C[C@@H](C)C2CC3OC(=O)C[C@H]4C(C)=C(OC)C(=O)C([C@@]2(C)C1=O)[C@@]34C (stereo not given in full) | -7.3% | 4.0% | -8.0% | . | -1.3% | -0.8% | . | -9.2%
Cc1ccc(S(=O)(=O)C(C#N)c2nc3ccccc3nc2N2CCCCC2)cc1 (stereo not given) | -15.7% | -15.2% | ? | -0.2% | -5.6% | -0.4% | -2.2% | -3.0%
CS(=O)(=O)Nc1ccccc1C(=O)NC1CC2CCC1C2 (stereo not given) | 1.6% | ? | ? | 18.7% | 11.8% | -0.5% | -1.4% | -16.5%
CC(=O)Nc1ccc(/C=C/C(=O)c2ccccc2)cc1 | ? | . | -17.7% | . | . | . | 4.8% | -4.6%
O=S(=O)(c1ccc(S(=O)(=O)N2CCOCC2)cc1)N1CCCC1 | -6.0% | 12.2% | 8.9% | ? | . | -1.4% | 5.5% | 2.2%
CCOC(=O)c1c(C=O)c(C)n(Cc2ccc(C)cc2)c1C | ? | ? | -0.3% | ? | -10.8% | 3.7% | . | -0.6%

Reformatted: entries from further up
CCOC(=O)c1c[nH]c2nc(C)ccc2c1=O
  Tau ThT inhib: -7.0%
  ALDH1A1 inh: 4.0%
  JMJD2E inh: 0.0%
  Lamin A splicing: 17.1%[46 µM]
  SMN2 splice enh: -4.1%
  Luc counter: -1.4%
  L3MBTL1 inh: .
  RECQ1 helicase: -12.7%
CSc1cccc(NC(=S)N2CCC(N(C)C(C)C)CC2)c1
  Tau ThT inhib: 0.6%
  ALDH1A1 inh: 3.9%
  JMJD2E inh: 5.8%
  Lamin A splicing: .
  SMN2 splice enh: 9.5%
  Luc counter: 2.1%
  L3MBTL1 inh: -11.6%
  RECQ1 helicase: -5.2%

(cont.)
SMILES | Tau ThT inhib | ALDH1A1 inh | JMJD2E inh | Lamin A splicing | SMN2 splice enh | Luc counter | L3MBTL1 inh | RECQ1 helicase
O=S(=O)(Nc1ncccc1O)c1ccc(Cl)cc1 | 6.6% | -3.3% | -4.2% | -19.0% | -12.3% | 5.0% | . | 4.6%
Cc1ccc(-c2nnn(CC(=O)N(CCO)C(C(=O)NC3CCCC3)c3ccc(F)cc3)n2)o1 (stereo not given) | 7.5% | -15.2% | 3.4% | . | . | 0.4% | -24.3% | 19.3%
COC(=O)c1ccc(NC(=S)N2CCN(Cc3cccc(C)c3)CC2)cc1 | -17.6% | -9.1% | -0.3% | -5.2% | -3.8% | -1.1% | -5.4% | -3.7%
O=S(=O)(Nc1nccs1)c1cc(Cl)ccc1Cl | ? | 0.9% | 3.5% | -3.0% | . | 1.3% | . | -7.7%
CC(NC(=O)CSc1ncccn1)c1ccc(Cl)cc1Cl (stereo not given) | -3.2% | -2.6% | 3.2% | -9.8%[46 µM] | -0.2% | 0.7% | 6.5% | -15.5%
CC(=O)C1=C(C)NC(SCC(=O)c2cc(Cl)ccc2Cl)=C(C#N)C1c1ccco1 (stereo not given) | 28.2µM* | 25.1µM* | ? | ? | -3.0% | -3.4% | -8.5% | -17.6%
CC(=O)Nc1cc(NC(C)=O)cc(-c2nc3ccccc3[nH]2)c1 | -7.0%&6.6% | ? | ? | -9.5%[46 µM] | 16.0% | -4.5% | -0.3% | 1.3%
O=C(NNC(=O)C1CCN(Cc2ccccc2)CC1)c1cccc(Cl)c1 | -5.6% | 5.8% | -2.0% | -7.3% | 1.5% | 3.3% | 3.7% | -3.2%
O=C(N/N=C/c1cc2cc3c(cc2nc1Cl)OCCO3)c1ccccc1O | ? | ? | ? | ? | 13.4% | -3.7% | 6.6% | -1.8%
Cc1c(Cl)c([N+](=O)[O-])nn1CCCC(=O)NC(C)c1ccccc1 (stereo not given) | -1.6% | -5.7% | -4.6% | -10.6% | -3.3% | 3.4% | 3.3% | 3.8%
CCOC(=O)CSc1ncc(OC)c(Sc2ccc(OC)cc2)n1 | -13.2% | ? | -6.8% | 10.1% | 1.2% | 1.9% | 9.0% | -6.1%
Cc1cc(=O)[nH]c(N/N=C/c2ccc(OC(=O)c3cccnc3)cc2)n1 | -13.0% | -6.1% | -11.7% | . | 1.5% | -6.1% | 4.9% | 12.3%
CC(=O)N1CC(C)c2scc(C)[n+]2-c2ccccc21 (stereo not given) | -13.5% | 15.2% | -2.5% | 17.2% | -14.7% | 2.0% | 0.6% | -2.3%
CN1C2CCC1/C(=C\c1ccccc1Cl)C(=O)/C2=C\c1ccccc1Cl | ? | 3.8% | 4.3% | -17.7% | -28.7% | 0.9% | . | -0.4%
Nn1cnnc1SCC(=O)Nc1ccc2c(c1)OCO2 | 2.1% | 2.7% | 8.1% | -24.1%[9.22 µM] | -2.6% | -2.9% | 14.9% | -5.3%
